Source: PubChem (several laboratories)
hK5 inh = blocks human kallikrein 5 protease activity | recombinant hK5, fluorogenic AMC substrate cleavage | Q9Y337 | 210,000 compounds, 0.59% hits | inhibition, % at 5 µM;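 active means inhibition of 40% or more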;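 further: 0% = enzyme controls without compound and 100% = no-enzyme blanks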
Target sequence (Q9Y337 67-293 limits assumed): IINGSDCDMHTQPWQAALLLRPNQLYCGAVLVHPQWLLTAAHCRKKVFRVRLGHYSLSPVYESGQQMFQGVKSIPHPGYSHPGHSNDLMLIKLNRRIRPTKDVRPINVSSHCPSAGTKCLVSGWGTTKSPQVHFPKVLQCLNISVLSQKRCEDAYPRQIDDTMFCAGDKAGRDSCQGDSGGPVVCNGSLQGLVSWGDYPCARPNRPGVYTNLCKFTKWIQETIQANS
eIF4E-4G inh = eIF4E/eIF4G interaction inhibition in translation initiation; AID 782; P63073+Q04637; 220,000 compounds, 0.37% hits; inhibition, % at 21.7 µM; TR-FRET eIF4E-eIF4GI(517-606) binding, 2 h;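 active means inhibition above about 30%, limit read from the data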;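 further: 0% = full FRET control wells and 100% = background wells lacking eIF4GI fragment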
14-3-3 Bad PPI = disrupts binding of bovine 14-3-3 zeta to phospho-Bad peptide; P63103; TR-FRET 14-3-3zeta/Dy647-pBad peptide displacement, 1 h; inhibition, % at 21.7 µM; 220,000 compounds, 0.71% hits;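 active means inhibition above about 70%, limit read from the data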;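 further: 0% = full 14-3-3 plus peptide FRET controls and 100% = background without 14-3-3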
Target sequence (P63103 whole entry, looked up): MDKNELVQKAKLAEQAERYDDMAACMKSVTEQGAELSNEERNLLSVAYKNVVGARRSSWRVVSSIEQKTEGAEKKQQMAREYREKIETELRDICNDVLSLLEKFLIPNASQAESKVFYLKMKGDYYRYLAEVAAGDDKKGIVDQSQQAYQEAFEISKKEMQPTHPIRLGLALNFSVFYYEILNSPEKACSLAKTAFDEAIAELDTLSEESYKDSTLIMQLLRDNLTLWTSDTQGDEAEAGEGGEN
MDM2 E3 inh = Mdm2 E3 ligase (human) inhibition. cell-based MDM2 ubiquitination luciferase reporter, 2 h; 0 = plate control, 100 = twice control, blank-subtracted. signal enhancement, % at 5 µM. 210,000 compounds, 0.11% hits. AID 1230;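 active means signal enhancement of 30% or more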;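 further: luminescence tracks abundance of the self-degrading MDM2-luciferase fusion protein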
Target sequence (Q00987 whole entry, looked up, the tested form may be a part): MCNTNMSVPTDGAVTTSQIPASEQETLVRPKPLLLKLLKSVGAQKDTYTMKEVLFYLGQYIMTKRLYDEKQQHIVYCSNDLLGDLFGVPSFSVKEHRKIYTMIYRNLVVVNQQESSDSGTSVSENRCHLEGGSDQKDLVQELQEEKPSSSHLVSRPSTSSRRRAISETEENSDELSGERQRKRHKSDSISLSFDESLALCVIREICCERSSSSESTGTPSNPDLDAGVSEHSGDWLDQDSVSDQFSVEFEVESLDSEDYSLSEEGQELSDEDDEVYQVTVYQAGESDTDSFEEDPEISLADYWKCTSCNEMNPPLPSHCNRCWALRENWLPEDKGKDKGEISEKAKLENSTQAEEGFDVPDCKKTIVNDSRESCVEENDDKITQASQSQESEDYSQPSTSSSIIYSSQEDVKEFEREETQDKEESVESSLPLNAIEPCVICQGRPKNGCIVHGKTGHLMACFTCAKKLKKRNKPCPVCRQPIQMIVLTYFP
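Assay system: stable mammalian line carrying autodegrading MDM2–luciferase fusion reporter; amount: 2000 cells seeded into each well; buffer or medium: DMEM; benchmarks: plate control and blank wells; signal: luciferase luminescence; timing: 2 h compound exposure at 37 °C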
Rad51 HR inh = blocks human Rad51 in homologous recombination; inhibition, % at 10 µM; Q06609; 200,000 compounds, 0.085% hits; hRad51 DNA strand exchange, fluorescence dequenching; AID 1385;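 active means inhibition above 40% at the single screening dose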;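 further: 0% = DMSO control wells and 100% = blanks with heterologous ssDNA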
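Test system: preformed human Rad51 ssDNA filaments. Compound dosing: single dose, 10 µM final compound. Incubation: filaments 15 min 37 °C, then compound 30 min. Technique: FRET fluorescence dequenching, excitation 485 nm, emission 520 nm. Read-out basis: percent inhibition from fluorescence, normalised to plate control and blank means. Benchmarks: plate controls and plate blanks.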
p97 ATPase inh = blocks human p97 ATPase activity; recombinant p97 ATPase, Kinase-Glo ATP luminescence, 3 h; inhibition, % at 8 µM; 220,000 compounds, 0.42% hits; in the data active means inhibition above about 15%;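 further: 0% = DMSO vehicle and 100% = wells lacking enzyme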
Wee1 stabilizer = human Wee1 degradation inhibition, primary screen; 220,000 compounds, 1.2% hits; AID 1321; HeLa Luc-Wee1K328M stability, luciferase luminescence; 100% = proteasome inhibitor MG132 effect; reporter increase, % at 5 µM; P30291;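 active means activation above the mean of all tested compounds plus 3 SD, set per screening run, cut at about 8.8% in these data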;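 further: cells exposed to compound for 20 h before luminescence read; 0% = DMSO alone and 100% = MG132 at 30 µM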
FXIa inh 1536 = factor XIa (human) inhibition | 220,000 compounds, 0.14% hits | AID 798 | inhibition, % at 5 µM | P03951 | purified FXIa, Boc-Glu-Ala-Arg-AMC fluorogenic substrate;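 active means inhibition of at least 40%; inactive means inhibition below 40%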;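 further: fluorescence of freed AMC excited at 355 nm; 0% = enzyme without compound and 100% = no enzyme blank; many of its hits are not listed in these tables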
FXIIa inh 1536 = inhibitors of human coagulation factor XIIa; P00748; purified FXIIa, Boc-QGR-AMC fluorogenic substrate, 2 h; inhibition, % at 5 µM; 220,000 compounds, 0.3% hits; AID 800; in the data active means inhibition above about 40%;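 further: 0% = enzyme with no compound and 100% = blank without enzyme; many of its hits are not listed in these tables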
* = called active by the depositor; . = not tested or not shown; [ ] = remark or other dose.

SMILES | hK5 inh | eIF4E-4G inh | 14-3-3 Bad PPI | MDM2 E3 inh | Rad51 HR inh | p97 ATPase inh | Wee1 stabilizer | FXIa inh 1536 | FXIIa inh 1536
O=c1ccn(Cc2ccccc2Cl)cc1 | 2 | . | . | -4 | 3 | -1 | 2 | -7 | 9
COc1ccccc1CNC(=O)C(=O)NCC1OCCN1S(=O)(=O)c1ccc2c(c1)OCCO2 (configuration not stated) | -11 | -3 | 0[fluorescence artefact?] | . | 1 | 2 | -1 | 3 | 6
CN(CC(=O)NCc1ccccn1)S(=O)(=O)c1ccccc1 | 30 | -1[fluorescence artefact?] | -12[fluorescence artefact?] | -46 | 5 | -3 | 1 | 6 | 21
O=C(Nn1c(SCc2cccc([N+](=O)[O-])c2)nc2ccccc2c1=O)c1ccccc1 | -8 | 2 | 22 | -12 | . | -2 | 4 | 22 | 25
O=C(c1ccc(N2CCCC2=O)cc1)N1CCOCC1 | -3 | 3[fluorescence artefact?] | 1[fluorescence artefact?] | 7 | -12 | 2 | -1 | 2 | 16
CCc1ccc(C(=O)NN(C(=O)c2ccc(CC)cc2)C(C)(C)C)cc1 | -16 | 0 | 1 | -13 | 2 | -4 | 1 | -9 | -3
CCN1CCN(Cc2ccc(NC(=O)c3ccc(C)c(NC(=O)c4ccno4)c3)cc2C(F)(F)F)CC1 | 2 | -3 | 1 | 13 | 3 | . | . | 1 | 10
Cc1ccc(C(=O)N(Cc2nc3ccccc3c(=O)[nH]2)C2CCCC2)cc1 | -5 | -2 | -7 | -18 | 1 | 6 | -3 | 1 | 3
O=C1N(c2ccc(Cl)cc2)C(c2ccc(Cl)cc2)N2CCCN12 (configuration not stated) | -8 | -1 | -3[fluorescence artefact?] | -7 | -4 | 5 | -1 | 3 | 11
CC(C)Cc1nnc(NC(=O)CN2C(=O)c3ccccc3C2=O)s1 | -5 | 0 | 6 | -9 | -1 | -4 | 0 | -5 | 0
COc1ccc(CNC(=O)CN(c2ccccc2)S(=O)(=O)N(C)C)cc1 | . | 3 | -10 | -5 | 7 | -2 | 2 | -4 | 1
COc1ccccc1NC(=O)CN1CCC(C(=O)c2ccc(F)cc2)CC1 | 30 | -4 | -4 | -11 | 5 | 0 | 3 | -1 | 19
Cc1cc(C(=O)COC(=O)CN(C)S(=O)(=O)c2ccc(Cl)cc2)c(C)n1Cc1cccs1 | -4 | -10 | 10[fluorescence artefact?] | -12 | -5 | 3 | -2 | 3 | 16
Cc1ccc(N(C(C)C(=O)Nc2cc(Cl)ccc2Oc2ccccc2)S(C)(=O)=O)cc1 (configuration not stated) | 3 | 0 | 2 | -5 | 1 | -1 | 2 | 2 | 13
COc1ccc(Cl)cc1NC(=O)N1CCN(C2CCCCC2)CC1 | -16 | 12 | -5 | 2 | 23 | -1 | 1 | -3 | -14
O=C(NCCCCc1ccccc1)C1CC(c2ccccc2[N+](=O)[O-])=NO1 (configuration not stated) | -9 | 4 | 6 | -1 | 0 | -1 | -1 | 9 | 12
O=C(CCC(=O)N1CCOCC1)c1ccc(F)cc1 | -17 | -1 | 0 | -1 | 1 | 1 | 1 | -2 | 6
COc1ccc(OCCCN2CCCCCC2)cc1 | -9 | -12[fluorescence artefact?] | -15[fluorescence artefact?] | -26 | 1 | 0 | 1 | 3 | 15
COc1ccc2c(c1OC)C[N+]1([O-])CCc3cc4c(cc3C1C2)OCO4 (configuration not stated) | -3 | -6 | 1 | 3 | -12 | . | . | -3 | 1
CC(=O)C1=C(O)C(=O)N(c2cccc(C(=O)O)c2)C1c1ccc(F)cc1 (configuration not stated) | 0 | 1[fluorescence artefact?] | -3 | -8 | 1 | 3 | 2 | 6 | 2
Fc1ccccc1CSc1ccc(-c2ccco2)nn1 | -1 | -3 | -17 | 20 | 7 | -1 | 3 | -7 | 7
Cc1nc2sc(C(c3ccccc3)N3CCN(CCO)CC3)c(O)n2n1 (configuration not stated) | -1 | -24 | -4 | -4 | 3 | . | . | 0 | 6
CCc1nc2oc(C(=O)c3ccccc3)c(N)c2c2c1COC(C)(C)C2 | -24 | 0 | 10 | -28 | -2 | -4 | 0 | 4 | 7
c1ccc(C2=Nc3ccccc3NC(c3ccccc3)C2)cc1 (configuration not stated) | -10 | 1 | 0 | -4 | -3 | 2 | 0 | 7 | 28
COc1ccccc1-c1noc(CSc2nc(N)cc(=O)[nH]2)n1 | 1 | -4 | -7 | -4 | 5 | 4 | -2 | -2 | 8
Cc1ccc(C(C)(C)C)c(OCCN2CCCC2)c1 | -8 | -5[fluorescence artefact?] | 18 | -7 | . | 5 | -2 | 4 | 15
O=C(Nc1ccc2c(c1)OCO2)C1CCN(C(=O)c2ccc([N+](=O)[O-])cc2)CC1 | -1 | 0 | -11 | -12 | 0 | 2 | 1 | -4 | 8
COCCCNC(=O)CNC(=S)N(Cc1ccccc1F)C1CCCCC1 | 3 | -3 | -1[fluorescence artefact?] | -12 | . | -2 | -1 | 1 | 15
CC(C)=NOc1nc(N2CCOCC2)nc(N2CCOCC2)n1 | -10 | -2 | -1 | -15 | 18 | -5 | -1 | 3 | 13
Cc1nc2ccccc2c(=O)n1NCc1cccs1 | -17 | -1[fluorescence artefact?] | -1 | -18 | 4 | 11 | -4 | -4 | 0
Cc1ccc(OCC(=O)NNC(=O)C(=O)NC(C)(C)C)cc1 | 3 | 10 | 7 | -6 | 6 | -3 | 2 | -8 | -1
COc1ccc(Br)cc1C1CC(=O)N2CN(C)CSC2=C1C#N (configuration not stated) | -6 | -2 | -5 | 0 | 6 | -1 | -2 | -4 | 2
Cc1scc(C(=O)NNC(=S)NCc2ccccc2)c1C | -81 | -32 | -10[fluorescence artefact?] | -4 | 8 | -7 | -1 | 3 | 7
Cc1ccc(S(=O)(=O)NC(C)(C)CN2CCc3ccccc3C2)cc1 | 1 | -5 | 4 | -22 | -8 | 7 | -1 | -2 | 1
CCCCCC(=O)N/N=C/c1cc(Br)c(O)c(OC)c1 | -8 | -1 | -5 | -4 | . | -7 | -1 | -7 | 4
CCOC(=O)Cc1csc(NC(=O)COc2cc(C)cc(C)c2)n1 | -9 | 3 | -5 | -6 | 11 | 0 | -1 | -4 | 2

Not a retest: twelve of the compounds above.
SMILES | hK5 inh | eIF4E-4G inh | 14-3-3 Bad PPI | MDM2 E3 inh | Rad51 HR inh | p97 ATPase inh | Wee1 stabilizer | FXIa inh 1536 | FXIIa inh 1536
Cc1nc2sc(C(c3ccccc3)N3CCN(CCO)CC3)c(O)n2n1 (configuration not stated) | -1 | -24 | -4 | -4 | 3 | . | . | 0 | 6
CCc1nc2oc(C(=O)c3ccccc3)c(N)c2c2c1COC(C)(C)C2 | -24 | 0 | 10 | -28 | -2 | -4 | 0 | 4 | 7
c1ccc(C2=Nc3ccccc3NC(c3ccccc3)C2)cc1 (configuration not stated) | -10 | 1 | 0 | -4 | -3 | 2 | 0 | 7 | 28
COc1ccccc1-c1noc(CSc2nc(N)cc(=O)[nH]2)n1 | 1 | -4 | -7 | -4 | 5 | 4 | -2 | -2 | 8
Cc1ccc(C(C)(C)C)c(OCCN2CCCC2)c1 | -8 | -5[fluorescence artefact?] | 18 | -7 | . | 5 | -2 | 4 | 15
O=C(Nc1ccc2c(c1)OCO2)C1CCN(C(=O)c2ccc([N+](=O)[O-])cc2)CC1 | -1 | 0 | -11 | -12 | 0 | 2 | 1 | -4 | 8
COCCCNC(=O)CNC(=S)N(Cc1ccccc1F)C1CCCCC1 | 3 | -3 | -1[fluorescence artefact?] | -12 | . | -2 | -1 | 1 | 15
CC(C)=NOc1nc(N2CCOCC2)nc(N2CCOCC2)n1 | -10 | -2 | -1 | -15 | 18 | -5 | -1 | 3 | 13
Cc1nc2ccccc2c(=O)n1NCc1cccs1 | -17 | -1[fluorescence artefact?] | -1 | -18 | 4 | 11 | -4 | -4 | 0
Cc1ccc(OCC(=O)NNC(=O)C(=O)NC(C)(C)C)cc1 | 3 | 10 | 7 | -6 | 6 | -3 | 2 | -8 | -1
COc1ccc(Br)cc1C1CC(=O)N2CN(C)CSC2=C1C#N (configuration not stated) | -6 | -2 | -5 | 0 | 6 | -1 | -2 | -4 | 2
Cc1scc(C(=O)NNC(=S)NCc2ccccc2)c1C | -81 | -32 | -10[fluorescence artefact?] | -4 | 8 | -7 | -1 | 3 | 7

The listing continues:
SMILES | hK5 inh | eIF4E-4G inh | 14-3-3 Bad PPI | MDM2 E3 inh | Rad51 HR inh | p97 ATPase inh | Wee1 stabilizer | FXIa inh 1536 | FXIIa inh 1536
CCOC(=O)Nc1nc(C)c(C(=O)N(C)C)s1 | -22 | -5[fluorescence artefact?] | -3 | -48 | 5 | 6 | -2 | -7 | 7
Cc1cccc2nc(-c3ccco3)c(Nc3ccc4c(c3)OCO4)n12 | -20 | 1 | -4 | -20 | -12 | -1 | -3 | 12 | 1
COc1ccc(C(=O)NCC(=O)Nc2ccccc2)cc1OC | 3 | 5[fluorescence artefact?] | 6 | -6 | -3 | 1 | -3 | 1 | 16
Fc1ccc(/C=C\c2nccc3c2[nH]c2ccccc23)cc1 | -6 | 5 | 5 | -10 | 8 | 10 | 0 | -5 | 0
CSCCC(NC(=O)c1ccco1)C(=O)OCC(=O)Nc1ncc(Cl)c(C)c1Cl (configuration not stated) | -9 | 4 | -1 | 0 | 1 | 2 | -1 | 2 | 12
CNC(=O)NC(=O)Cn1nc2n(c1=O)-c1ccccc1SC2 | -5 | 4 | -1 | 4 | -7 | 8 | -1 | -6 | 5
O=C(NC1CCCCC1)c1nn2c(C(F)(F)F)cc(-c3ccco3)nc2c1Br | -2 | 5 | 0 | -19 | -12 | 1 | -3 | 3 | 12
CCOCCCn1c(=NC(=O)c2cccs2)c(C#N)cc2c(=O)n3cccc(C)c3nc21 | -7 | -1 | 2 | -5 | . | -4 | -1 | -8 | -9
Cc1cc(NC(=O)COc2ccc(Cl)cc2Cl)n(-c2ccccc2)n1 | -6 | 0 | 9 | -1 | 5 | -2 | -2 | -4 | 14
CCn1c(=O)c2c(nc3n2CCCN3CCc2ccccc2)n(C)c1=O | -11 | 13 | -2 | -40 | -8 | 4 | 2 | 3 | 15
Cc1cnc(NC(=O)COc2cccc3c2OC(C)(C)C3)s1 | 20 | 3 | -5 | -3 | 4 | -9 | -3 | -3 | 6
Cc1ccccc1CSCc1nc2ccccc2[nH]1 | -2 | 6 | 0 | -8 | -4 | 2 | 7 | -2 | 3
Cc1nn(CCCC(=O)Nc2nccs2)c(C)c1[N+](=O)[O-] | 1 | -1 | -3 | -4 | 8 | 3 | -1 | 0 | 12
COc1ccc(OCC(=O)NNC(=O)c2cccc(S(=O)(=O)N(C)C)c2)cc1 | -3 | 1[fluorescence artefact?] | 8 | -7 | -9 | 2 | -3 | 12 | 9
O=C(Cc1ccc(S(=O)(=O)N2CCCC2)s1)N1CCN(c2ccccc2)CC1 | -1 | -1 | -3 | -2 | -1 | -1 | 0 | 4 | 7
Cc1c(OCc2ccc(C(=O)O)cc2)ccc2c(-c3ccccc3)cc(=O)oc12 | 3 | 1 | -6 | 1 | . | 2 | 2 | 3 | 4
COc1ccccc1N1CCN(Cc2ccc(OC)c(OC)c2OC)CC1 | -13 | 2 | 53 | -8 | -16 | -3 | -3 | 18 | 19
